Compound activity deposited in PubChem BioAssay by several laboratories.
NOD2 RIPK2 PPI – NOD2-RIPK2 protein interaction inhibition; CHO BLA complementation NOD2-RIPK2, CCF4 ratio; inhibition, % at 4.98 µM; hit rate 0.38% among 360,000; O43353; in the data active = inhibition above about 21%;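 note: 0% = vehicle only and 100% = reference blocker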
Target sequence (O43353 whole entry, looked up): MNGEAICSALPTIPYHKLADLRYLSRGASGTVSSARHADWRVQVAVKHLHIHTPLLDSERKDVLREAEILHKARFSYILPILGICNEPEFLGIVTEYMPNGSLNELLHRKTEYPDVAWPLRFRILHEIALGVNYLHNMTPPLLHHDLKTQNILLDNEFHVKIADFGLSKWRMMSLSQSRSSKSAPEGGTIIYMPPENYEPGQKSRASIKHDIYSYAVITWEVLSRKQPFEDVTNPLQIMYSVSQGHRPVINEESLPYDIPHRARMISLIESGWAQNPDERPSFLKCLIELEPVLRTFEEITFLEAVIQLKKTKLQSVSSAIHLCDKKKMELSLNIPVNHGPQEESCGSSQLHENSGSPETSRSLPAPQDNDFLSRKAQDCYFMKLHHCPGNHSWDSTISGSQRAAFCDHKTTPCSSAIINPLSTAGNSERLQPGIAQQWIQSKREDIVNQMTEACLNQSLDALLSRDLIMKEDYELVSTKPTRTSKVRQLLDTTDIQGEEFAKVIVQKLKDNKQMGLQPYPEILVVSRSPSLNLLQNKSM
TLR9-MyD88 block – blocks human TLR9 binding to MyD88; inhibition, % at 4.98 µM; CHO BLA complementation TLR9-MyD88, CCF4 FRET ratio; AID 504734; hit rate 0.21% among 340,000; Q9NR96+Q99836;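 active = inhibition above the mean over all tested compounds plus 3 SD, cut at about 21% in these data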;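 note: 0% = DMSO only wells and 100% = clavulanate BLA inhibitor control wells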
MC4R antag cAMP – blocks human MC4R cAMP signaling; P32245; MC4R-expressing cells, MTII-stimulated cAMP, LANCE TR-FRET; inhibition, % at 6.5 µM; hit rate 0.48% among 360,000; AID 540295;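 active = inhibition above its plate's cutoff, the mean of tested wells on that plate plus 3 SD, cut at about 29% in these data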;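 note: 0% = Melanotan II alone and 100% = Melanotan II plus saturating MCL0020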
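Assay system: U2OS-MC4R stable cell line; Also added: Melanotan II; Technique: Eu-cAMP/anti-cAMP TR-FRET, emission 671 nm; Times: 30-min compound, 1-h challenge, 1-h detection, room temperature.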
ABHD5 PLIN5 PPI – blocks binding of human ABHD5 to perilipin-5; Split G. princeps luciferase complementation, luminescence, 4 h; inhibition, % at 4 µM; hit rate 0.78% among 360,000; AID 602281;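 active = inhibition above the mean inhibition across every tested compound plus 3 SD, cut at about 22% in these data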;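 note: 0% = DMSO only wells and the 100% control is not disclosed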
MC4R barr agon – activates human MC4R beta-arrestin recruitment | hit rate 0.98% among 360,000 | P32245 | U2OS MC4R beta-arrestin complementation, luminescence; percent of melanotan II response, DMSO zero | activation, % at 8.9 µM;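 active = activation above a per-plate cutoff, the mean activation of sample wells on that plate plus 3 SD, cut at about 8% in these data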
SRC1 inh – human NCOA1 inhibition | Q15788 | HEK293 GAL4-SRC1 luciferase reporter, luminescence | inhibition, % at 3.6 µM | hit rate 0.12% among 360,000 | AID 588354;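 active = inhibition above the campaign mean plus 3 SD, with each screening campaign given its own cutoff, cut at about 60% in these data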;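 note: 0% = DMSO treated cells and 100% = gossypol at 36 µM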
NCOA3 inh – inhibits human SRC3 coactivator; hit rate 0.17% among 360,000; inhibition, % at 3.6 µM; HEK293 GAL4-SRC3 luciferase reporter, luminescence; AID 588352;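 active = inhibition above a per-campaign cutoff, the mean of all compounds plus 3 SD, cut at about 60% in these data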;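 note: 0% = DMSO-treated cells and 100% = gossypol-treated cells at 36 µM; higher means less SRC3-driven luciferase light from the GAL4 reporter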
LRH-1 inv ag – NR5A2 inverse agonism in reporter assay. HEK293T StAR-luciferase reporter, LRH-1 transfected, 24 h. inhibition, % at 3.6 µM. hit rate 0.13% among 360,000. AID 602396;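 active = inhibition above the mean inhibition of all tested compounds plus 3 SD, cut at about 73% in these data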;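 note: 0% = DMSO wells and 100% = reporter-only cells lacking LRH-1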
NR2F2 inh – NR2F2 (human) inhibition, primary screen. HEK293T NGFI-A luciferase reporter, luminescence. inhibition, % at 8.6 µM. hit rate 0.7% among 370,000. AID 686940;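 active = inhibition above a per-plate cutoff, mean inhibition of test wells between control levels plus 3 SD, cut at about 38% in these data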;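 note: cells cotransfected with COUP-TFII expression vector driving the NGFI-A reporter; 0% = median of COUP-TF2 test wells and 100% = reporter-only cells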
Target sequence (P24468 whole entry, looked up): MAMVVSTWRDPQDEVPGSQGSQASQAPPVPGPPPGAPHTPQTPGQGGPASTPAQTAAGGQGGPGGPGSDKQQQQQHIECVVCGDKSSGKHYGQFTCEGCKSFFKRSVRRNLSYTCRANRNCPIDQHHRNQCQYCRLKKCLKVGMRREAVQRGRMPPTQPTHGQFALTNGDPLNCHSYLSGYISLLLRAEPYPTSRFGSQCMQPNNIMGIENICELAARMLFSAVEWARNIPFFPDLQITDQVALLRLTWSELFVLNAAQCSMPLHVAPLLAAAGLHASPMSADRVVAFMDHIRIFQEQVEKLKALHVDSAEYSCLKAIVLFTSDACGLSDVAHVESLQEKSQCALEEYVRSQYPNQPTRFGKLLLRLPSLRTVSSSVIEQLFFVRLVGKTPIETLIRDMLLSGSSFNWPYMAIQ
NCOA2 inhibitor – human SRC2 (NCOA2) inhibition; hit rate 0.17% among 370,000; HEK293 GAL4-SRC2 luciferase reporter, luminescence; inhibition, % at 9 µM; AID 651957; Q15596;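 active = inhibition above the mean inhibition of all tested compounds plus 3 SD, set per campaign, cut at about 52% in these data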;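 note: 0% = DMSO treated cells and 100% = cells given Gossypol at 36 µM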
EBV LMP1 NFkB – reduces LMP1-driven NF-kappaB luciferase signal. LMP1-induced NF-kappaB luciferase reporter cells, luminescence. inhibition, % at 12.5 µM. hit rate 0.69% among 350,000. AID 504558; in the data active = inhibition above about 41%;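 note: 0% = neutral control wells and 100% = reference inhibitor control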
Active calls of the source: *; nt = not tested or not shown. Only part of the results is shown; count on the stated rates, not on these rows.

no.	NOD2 RIPK2 PPI	TLR9-MyD88 block	MC4R antag cAMP	ABHD5 PLIN5 PPI	MC4R barr agon	SRC1 inh	NCOA3 inh	LRH-1 inv ag	NR2F2 inh	NCOA2 inhibitor	EBV LMP1 NFkB	Molecule
1	-13	-6	-3	2	-1.3	-15	17	-3	15	-1	1	COc1ccc(S(=O)(=O)N2CCCCC2)cc1NC(=O)c1ccc(N2CCCC2=O)cc1
2	-10	-3	-2	6	-1.1	-7	21	46	11	8	-5	O=[N+]([O-])c1cnccc1Nc1ccc(F)cc1
3	-1	-8	1	10	0.3	15	24	11	1	-21	-28	COc1ccc(NC(=O)/C(C#N)=C/c2c(C)nn(-c3ccc(F)cc3)c2Cl)cc1Cl
4	4	0	8	9	-2.7	-6	-3	-24	-4	-18	3	Cc1noc(C)c1NC(=O)Nc1cccc2c1O[C@H](CN(C)S(=O)(=O)c1cccs1)[C@@H](C)CN([C@H](C)CO)C2=O
5	-4	1	-1	8	0.9	-1	-4	-5	9	-35	-2	O=C(Nc1cccnc1Cl)c1cccs1
6	-18	-2	-2	-1	-0.7	-4	-28	-5	12	-8	-1	COc1ccc(-n2c(=O)c3ccccc3n(CC(=O)NC3CCCCC3)c2=O)c(OC)c1
7	8	-3	18	5	3.6	-7	14	-4	1	-7	5	Cc1cc(C)nc(NC(=O)CSc2nn(-c3ccccc3)c(=S)s2)n1
8	1	-5	9	3	1.0	2	-17	4	21	1	-8	CN(C)C(CNC(=O)c1ccc(S(=O)(=O)Nc2cccc(C(F)(F)F)c2)cc1)c1ccco1 (configuration not stated)
9	8	7	8	2	-1.3	8	-17	-2	-5	-3	-7	O=C(CCCCC(=O)Nc1c(I)cc(I)c(C(=O)O)c1I)Nc1c(I)cc(I)c(C(=O)O)c1I
10	-8	6	7	-6	-0.3	3	2	0	-14	16	7	COC(=O)c1cc(OC)c(OC)cc1NC(=S)Nc1cccc(Cl)c1
11	0	-4	-6	9	-0.1	10	0	-1	-9	10	-10	O=C(/C=C/c1ccc(Cl)c(Cl)c1)NCc1ccco1
12	-5	-14	1	0	-2.5	-19	-21	9	-1	-21	4	COc1ccc(N2CC(O)=C(c3nc4ccccc4s3)C2=N)c(OC)c1
13	4	-2	-5	4	-2.5	-8	6	0	4	-17	-9	CN(C)S(=O)(=O)N1CCN(S(=O)(=O)N2CCOCC2)CC1
14	-1	-7	-1	-8	0.5	3	15	-18	4	7	-15	Cn1c(C(=O)N2CCCC(C(=O)N3CCN(C(=O)c4ccco4)CC3)C2)cc2sccc21 (configuration not stated)
15	4	8	8	-5	-0.4	3	5	6	-9	4	5	CCC(C)(C)c1nnc(NC(=O)C2CCN(C(=O)c3ccco3)CC2)s1
16	-9	-7	5	-3	1.1	-39	-9	-1	-1	11	2	O=C(c1ccccc1)N1N=C(C(F)(F)F)CC1(O)c1ccc(F)cc1 (configuration not stated)
17	-12	-1	-2	-2	-1.3	12	-5	-2	-6	15	-16	Cc1nn(C)cc1CNC(=O)/C=C/c1cnn(C)c1
18	2	-1	0	-6	-0.4	-1	-17	1	2	-5	1	C[C@@H]1CN([C@H](C)CO)C(=O)c2c(c3ccccc3n2C)-c2ccccc2CO[C@H]1CN(C)C(=O)CCC(F)(F)F
19	5	2	-1	-5	0.7	-30	12	6	1	-15	-9	Cc1ccc(C2(C)NC(=O)N(CC(=O)Nc3cc(S(=O)(=O)N4CCOCC4)ccc3C)C2=O)cc1 (configuration not stated)
20	4	3	3	0	0.4	-7	-14	14	3	-1	11	CCOC(=O)Cn1nnnc1C(C(C)C)N(Cc1cccs1)Cc1cc2cc(C)ccc2[nH]c1=O (configuration not stated)

3 compounds already listed, sorted by count of non-hydrogen atoms, ascending:
no.	NOD2 RIPK2 PPI	TLR9-MyD88 block	MC4R antag cAMP	ABHD5 PLIN5 PPI	MC4R barr agon	SRC1 inh	NCOA3 inh	LRH-1 inv ag	NR2F2 inh	NCOA2 inhibitor	EBV LMP1 NFkB	Molecule
17	-12	-1	-2	-2	-1.3	12	-5	-2	-6	15	-16	Cc1nn(C)cc1CNC(=O)/C=C/c1cnn(C)c1
1	-13	-6	-3	2	-1.3	-15	17	-3	15	-1	1	COc1ccc(S(=O)(=O)N2CCCCC2)cc1NC(=O)c1ccc(N2CCCC2=O)cc1
18	2	-1	0	-6	-0.4	-1	-17	1	2	-5	1	C[C@@H]1CN([C@H](C)CO)C(=O)c2c(c3ccccc3n2C)-c2ccccc2CO[C@H]1CN(C)C(=O)CCC(F)(F)F

Some values from the results shown:
no. 11 in NCOA2 inhibitor reads 10
no. 5 in NR2F2 inh reads 9
no. 17 in LRH-1 inv ag reads -2

Next part.
no.	NOD2 RIPK2 PPI	TLR9-MyD88 block	MC4R antag cAMP	ABHD5 PLIN5 PPI	MC4R barr agon	SRC1 inh	NCOA3 inh	LRH-1 inv ag	NR2F2 inh	NCOA2 inhibitor	EBV LMP1 NFkB	Molecule
21	-10	0	11	0	-0.1	-15	13	-27	6	-5	2	COc1ccc(S(=O)(=O)N2CCCCC2)cc1NC(=O)CCc1nc2ccccc2c(=O)[nH]1
22	-6	-1	9	7	-2.2	2	18	-14	-6	3	3	CCOC(=O)C1CCN(Cc2nc(-c3ccc(OC)c(OC)c3)no2)CC1
23	-13	3	4	0	-0.7	4	6	3	8	7	7	COc1cccc(/C=N/NC(=O)c2cccc([N+](=O)[O-])c2)c1OS(=O)(=O)c1ccc(C)cc1
24	7	-1	-4	-3	-1.8	9	-9	12	15	0	-2	CCN(CC)CCNC(=O)CCCNC(=O)Cn1cnc2sc(C)c(C)c2c1=O
25	-4	-4	-1	0	0.3	11	-7	14	20	8	0	CC1(C)OC(=O)N(c2ccccc2)C12C=Cc1cc(Br)ccc1O2 (configuration not stated)
26	-10	-1	3	6	1.8	-22	9	-15	4	-8	-5	COc1cc(S(=O)(=O)N(Cc2ccco2)C2CCCC2)ccc1-n1cnnn1
27	-5	-2	3	6	1.2	11	2	7	0	15	-6	O=C(NCC1CCCO1)c1c(O)c2cccc3c2n(c1=O)CC3 (configuration not stated)
28	-4	nt	nt	-4	nt	nt	nt	-22	-9	-16	nt	O=C(C(=O)N1CCN(c2ccccc2)CC1)c1cccc(Br)c1
29	3	-8	0	-5	-1.6	-9	6	-3	30	-11	-1	CCOC(=O)C1(Cc2ccccc2)CCN(Cc2cnc(N3CCOCC3)s2)CC1
30	1	-4	2	2	1.2	-10	5	-1	3	-19	-9	Cc1ccc(-n2nc(C(=O)O)cc2-c2ccc(Cl)cc2)cc1
31	-3	-2	0	-5	0.2	7	-9	-8	5	5	9	Cc1ccccc1NC(=O)C(C)c1ccc(-c2ccccc2)c(F)c1 (configuration not stated)
32	4	-6	14	-1	0.3	-28	-6	2	6	7	0	O=C(NCCCCC(NC(=O)C1CCCCC1)C(=O)O)c1ccccc1 (configuration not stated)
33	1	2	19	4	-0.3	3	11	-13	2	-3	-2	COC(=O)CCNC(=O)Cn1cnc2sc3c(c2c1=O)CCCC3
34	9	-4	2	6	13*	-16	8	17	-14	-15	1	CCN1C[C@@H]2[C@@H]3C(=O)N(Cc4ccccc4)C(=O)[C@@H]3[C@](Cc3ccccc3)(C(=O)OC)N2C1=NC1CCCCC1
35	-1	-3	0	-1	-1.3	-5	8	21	5	3	2	CN(C)CCNc1nc(-c2ccco2)c2c(c1C#N)CC(C)(C)OC2
36	-10	3	18	-2	-2.2	-84	-84	-100	-28	-41	-5	Cc1occc1C(=O)NNC(=S)Nc1ccccc1C(F)(F)F
37	-8	-4	3	-4	-4.3	-8	-24	1	5	-13	-7	O=C(O)c1cccc(NS(=O)(=O)c2ccc(S(=O)(=O)N3CCOCC3)cc2)c1
38	-12	5	0	3	-1.5	-10	11	18	9	17	-6	O=c1[nH][nH]c2cc(=O)n(-c3ccc(Cl)cc3)nc12
39	-15	-9	0	-2	-1.8	4	0	-16	-44	-10	-7	Cc1ccc(S(=O)Cc2ccc(C(=O)N3CCN(C4CCCCC4)CC3)o2)cc1 (configuration not stated)
40	4	6	4	-4	-2.6	8	26	-22	8	-7	-3	N#CC(C#N)=Cc1cn(-c2ncc(C(F)(F)F)cc2Cl)c2ccccc12

One compound at a time (already shown).
`O=C(NCCCCC(NC(=O)C1CCCCC1)C(=O)O)c1ccccc1` (configuration not stated) as listed: NOD2 RIPK2 PPI = 4; TLR9-MyD88 block = -6; MC4R antag cAMP = 14; ABHD5 PLIN5 PPI = -1; MC4R barr agon = 0.3; SRC1 inh = -28; NCOA3 inh = -6; LRH-1 inv ag = 2; NR2F2 inh = 6; NCOA2 inhibitor = 7; EBV LMP1 NFkB = 0
`CN(C)CCNc1nc(-c2ccco2)c2c(c1C#N)CC(C)(C)OC2` as listed: NOD2 RIPK2 PPI = -1; TLR9-MyD88 block = -3; MC4R antag cAMP = 0; ABHD5 PLIN5 PPI = -1; MC4R barr agon = -1.3; SRC1 inh = -5; NCOA3 inh = 8; LRH-1 inv ag = 21; NR2F2 inh = 5; NCOA2 inhibitor = 3; EBV LMP1 NFkB = 2

Remaining list, next part
no.	NOD2 RIPK2 PPI	TLR9-MyD88 block	MC4R antag cAMP	ABHD5 PLIN5 PPI	MC4R barr agon	SRC1 inh	NCOA3 inh	LRH-1 inv ag	NR2F2 inh	NCOA2 inhibitor	EBV LMP1 NFkB	Molecule
41	-10	-9	0	8	3.1	-1	-32	-24	24	-11	-2	CCc1ccc(NC(=O)COC(=O)/C=C/c2c(C)nn(C3CCS(=O)(=O)C3)c2Cl)cc1 (configuration not stated)
42	-14	-13	4	0	0.3	5	31	6	-1	-3	0	O=C(/C=C/c1cccc([N+](=O)[O-])c1)NCCc1ccc(F)cc1
43	-5	-5	0	3	0.9	-2	-5	11	-2	-18	5	O=S1(=O)CCO[C@H]2Cc3ccccc3[C@H]2N1Cc1ccccc1F
44	-4	-2	7	1	-2.0	3	-31	12	22	-3	14	COC(=O)c1ccc(NC(=O)c2ccccc2NS(=O)(=O)c2ccccc2)cc1
45	-4	7	8	-6	0.3	-2	-7	5	6	-8	-4	COc1ccc(Nc2nc(NCc3ccco3)nc(N/N=C/c3ccccc3F)n2)cc1
46	-16	nt	nt	-2	nt	nt	nt	-100	-52	-40	nt	COC(=O)c1ccc2nc(-c3cccc(Cl)c3)c(CC3CCCCC3)n2c1
47	1	1	-3	-1	0.0	3	9	21	5	-9	-6	CCC(=O)c1ccc(OCC(=O)N2CCc3cc(OC)c(OC)cc3C2)cc1
48	9	7	0	-3	-1.4	11	-9	14	6	-2	0	c1ccc2c(c1)nc1n2CCN1CCN1CCCC1
49	5	6	4	0	-2.3	-9	-38	4	-25	9	-3	O=[N+]([O-])c1cccc(-c2nn(-c3ccccc3)cc2CO)c1
50	-8	3	1	6	-0.8	2	-38	-10	-6	-4	-3	COc1ccc(Br)cc1S(=O)(=O)N1CCOCC1
